# MPTP inh – permeability transition pore inhibition | isolated mouse mitochondria, Ca2+ swelling absorbance, 30 min | inhibition, % at 10 µM | hit rate 1.4% among 360,000 | AID 602449;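 active = inhibition of 50% or more, scaled per plate between neutral and stimulator controls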;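 note: 0% = DMSO wells given calcium and 100% = 1 mM EGTA wells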
# ATG4B inhibitor – inhibitors of human ATG4B cysteine protease; Q9Y4P1; ATG4B cleavage of LC3-PLA2, NBD-HPC fluorescence, 1 h; inhibition, % at 8.33 µM; hit rate 0.51% among 340,000; AID 504462; in the data active = inhibition above about 40%
# Target sequence (Q9Y4P1 whole entry, looked up): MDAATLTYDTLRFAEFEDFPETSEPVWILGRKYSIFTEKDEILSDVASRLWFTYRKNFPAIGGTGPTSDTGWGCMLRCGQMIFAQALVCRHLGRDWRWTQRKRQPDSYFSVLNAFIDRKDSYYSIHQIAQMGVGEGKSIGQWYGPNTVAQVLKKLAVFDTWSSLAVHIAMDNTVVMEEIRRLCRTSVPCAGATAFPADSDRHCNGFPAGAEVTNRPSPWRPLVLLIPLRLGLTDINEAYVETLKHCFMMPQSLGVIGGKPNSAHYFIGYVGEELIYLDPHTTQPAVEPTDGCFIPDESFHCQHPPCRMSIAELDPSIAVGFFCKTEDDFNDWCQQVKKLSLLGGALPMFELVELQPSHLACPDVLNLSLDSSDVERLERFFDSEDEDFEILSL
# SENP1 FRET inh – blocks the human SENP1 SUMO protease catalytic domain; recombinant SENP1 catalytic domain, CyPet-SUMO1-YPet FRET cleavage; inhibition, % at 10 µM; hit rate 0.21% among 360,000; AID 624204;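 active = inhibition at least 30% at 10 µM, raw YFP signal under a set limit, fluorescence ratio 0.5 to 1.5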;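 note: 0% = enzyme with DMSO and 100% = no enzyme wells; some results filed as inactive read as strong as hits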
#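 Test system: hSENP1 catalytic domain, recombinant; Amount: 20 pM final SENP1 enzyme; Medium: Tris pH 8 buffer plus EDTA, NaCl, BME, BSA, NP40, catalase; Schedule: 50 min enzyme reaction, room temperature, light-protected; Technique: FRET fluorescence in CFP and YFP emission channels; Controls: no-enzyme wells low, DMSO-plus-enzyme wells high control.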
# hIAP act – human IAP activation; P09923; purified human IAP, CDP-Star luminescence, 30 min; stronger effect = higher value; 1 = vehicle-only enzyme, 0 = enzyme-free background; activation factor at 10 µM; hit rate 0.16% among 330,000; AID 2524;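 active = activation factor of the enzyme at least 2-fold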; note: the source names both 10 and 20 µM as test concentration; values of inactives mirror those of a sister screen read the other way
# Target sequence (P09923 whole entry, looked up): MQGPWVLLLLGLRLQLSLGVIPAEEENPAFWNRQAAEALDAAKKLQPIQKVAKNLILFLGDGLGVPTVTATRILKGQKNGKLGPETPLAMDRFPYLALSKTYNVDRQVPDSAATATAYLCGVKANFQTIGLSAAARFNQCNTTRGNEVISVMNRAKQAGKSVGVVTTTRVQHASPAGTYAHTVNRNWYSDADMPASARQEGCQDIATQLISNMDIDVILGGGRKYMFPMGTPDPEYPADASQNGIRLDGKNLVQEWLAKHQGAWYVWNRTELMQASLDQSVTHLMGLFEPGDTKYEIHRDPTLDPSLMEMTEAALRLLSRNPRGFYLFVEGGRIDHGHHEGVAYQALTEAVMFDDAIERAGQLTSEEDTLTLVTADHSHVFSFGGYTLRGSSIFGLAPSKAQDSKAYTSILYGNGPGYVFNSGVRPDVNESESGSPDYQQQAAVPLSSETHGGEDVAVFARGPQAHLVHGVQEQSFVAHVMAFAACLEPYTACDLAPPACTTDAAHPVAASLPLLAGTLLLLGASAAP
# PfGluPho inh – PfG6PD (Plasmodium falciparum) enzyme inhibition; PfGluPho enzyme, NADPH resazurin-diaphorase fluorescence; inhibition, % at 20 µM; hit rate 0.78% among 350,000; AID 504690;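 active = inhibition reaching at least a set limit at 20 µM in the primary screen, cut at about 59% in these data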;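 note: 0% = DMSO wells with substrate and 100% = DMSO wells lacking glucose-6-phosphate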
# SENP6 block – blocks the human protease SENP6. Q9GZR1. Recombinant SENP6 catalytic domain, aminoluciferin luminescence. inhibition, % at 10 µM. hit rate 1.8% among 330,000. AID 2599;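 active = inhibition above about 50% at the single tested dose, limit read from the data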;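 note: plate controls were DMSO wells with enzyme for no effect and DMSO wells lacking enzyme for full effect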
# NR3A LBD binder – modulators (binders) of human NR3A ligand-binding domain; NR3A LBD differential scanning fluorimetry, Tm shift; 0% = protein alone, 100% = glycine-bound protein; Tm shift relative to glycine control, % at 25 µM; hit rate 2.5% among 340,000;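 active = melting temperature shift of at least 10% of the positive control shift, at one fixed dose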
# SENP8 inh – SENP8 (human) protease inhibition; Q96LD8; recombinant SENP8, Nedd8 substrate fluorescence; inhibition, % at 20 µM; hit rate 0.64% among 360,000; AID 602440; in the data active = inhibition mostly above about 40%, no sharp cut-off; inactive = mostly below about 27%
# * = called active by the depositor; . = not tested or not shown. Outcome played no part in choosing rows, and some 6.7% of all compounds hit somewhere here.
SMILES,MPTP inh,ATG4B inhibitor,SENP1 FRET inh,hIAP act,PfGluPho inh,SENP6 block,NR3A LBD binder,SENP8 inh
O=[N+]([O-])c1cccc(N/N=C/c2ccc(N3CCOCC3)cc2)c1,2.0,-14,2,0.91,37,34,22*,18
CCCn1c(SCC(=O)NCc2ccc3c(c2)OCO3)n[nH]c1=O,0.7,-1,3,0.98,-2,-17,0,3
CSc1ccc(CN2CCN(CC=C(C)C)C(CCO)C2)cc1 (configuration not stated),5.9,-9,1,1,-8,16,-1,24
CN(Cc1ccccc1NCC(=O)Nc1ccccc1C#N)C1CCCCC1,0.3,3,-5,0.95,6,6,0,4
CCc1c(C(=O)NNC(=S)NCC2CCCO2)csc1C (configuration not stated),-0.4,4,3,1.5,-3,-6,2,11
CC(=O)NC(Cc1ccccc1)Cc1ccccc1,-0.4,3,0,1.1,-6,-7,1,8
CC(C)(C)OC(=O)COc1cc(O)c2c(=O)cc(-c3ccccc3)oc2c1,5.3,-1,0,1,-22,3,0,21
C=C1C[C@@]23CCC4[C@@](C)(CCC[C@@]4(C)C(=O)O)C2CC[C@]1(O)C3 (some centres not stated),-1.2,-17,0,1.1,-10,-4,0,10
COc1cc(OC)cc(C(=O)NNC(=O)c2cc3ccccc3cc2O)c1,0.3,-7,-7,1.7,-26,0,2,-14
CC1CCN(C(=S)NC(=O)c2ccccc2Br)CC1,-0.6,2,3,1.1,-2,-2,2,0
CCCCCOC(=O)Cn1c(=O)c2c(nc(N3CCOCC3)n2C)n(C)c1=O,1.7,5,1,0.94,3,2,-1,10
O=C1c2ccsc2SCCN1Cc1cccc(F)c1,-1.4,13,0,0.89,20,-10,-1,11
Cc1ccc(NC(=O)c2nc[nH]c2C(=O)N[C@H](C)c2ccccc2)cc1,2.8,-25,0,1.5,29,-4,0,0
CCOc1cc(N2CCOCC2)c(OCC)cc1NC(=O)c1ccccc1,0.7,-10,10,1,3,-7,1,10
CCOC(=O)/C(=N\Nc1ccccc1Cl)N(C)C1CCCCC1,-0.1,-5,-1,0.92,22,1,1,7
CC(=O)c1cccc(OCc2cc(C(=O)NCc3nc(C)c(C)s3)no2)c1,1.6,8,-9,0.92,7,-5,10,-68
Cc1noc(C)c1CSc1ccc2ccccc2n1,-1.0,5,2,0.93,7,-4,-1,8
O=c1[nH]c([N+](=O)[O-])nn1C(c1ccccc1)c1ccccc1,0.3,-8,1,0.88,2,25,-2,18
Cc1ccc(C(=O)N/C(=C\c2cccc([N+](=O)[O-])c2)C(=O)OCN2C(=O)c3ccccc3C2=O)cc1,-1.1,14,2,1,-17,-5,-3,22
CCCS(=O)(=O)N1CCCC(C(=O)NC2CCCC(C)C2C)C1 (configuration not stated),-9.6,2,3,1.1,-7,-2,0,19
Cc1cc(C)c(NC(=O)NC(=O)c2ccc(F)cc2)c(C)n1,-0.2,3,2,0.91,-10,-12,-1,1
NNC(=O)Cc1cn(-c2ncc(C(F)(F)F)cc2Cl)c2ccccc12,4.3,-3,3,1,-11,6,-2,-27
O=C(NNC(=O)C12CC3CC(CC(C3)C1)C2)c1ccncc1,-1.0,0,0,1.1,-16,-8,-1,7
Cc1cc(C(=O)N/N=C/c2ccc(-c3cccc(Br)c3)o2)n[nH]1,4.3,-2,-3,1.2,3,-18,15*,-457
CCOc1cc(C(=O)N(CC)CC(=O)Nc2c(F)cccc2F)ccc1OCC(=O)N1CCOCC1,1.1,4,0,1,-9,-8,0,14
SMILES,MPTP inh,ATG4B inhibitor,SENP1 FRET inh,hIAP act,PfGluPho inh,SENP6 block,NR3A LBD binder,SENP8 inh
Cc1[nH]c(C)c(S(=O)(=O)N2c3ccccc3CC2C)c1C(=O)N1CCCCC1 (configuration not stated),1.6,-12,-2,1.4,6,8,-1,7
O=C(NC(=S)NC1CCSC1=O)c1ccccc1 (configuration not stated),0.8,-5,1,1,4,5,0,14
CCOC(=O)Cc1csc(N/N=C\c2ccccc2OC)n1,1.8,-5,-15,0.98,-3,68*,2,-188
COc1ccc(CNC(=O)Cn2cccc2C(=O)c2ccccc2C)cc1,0.3,7,0,0.94,-10,-2,-1,13
CCN1CCN(c2ccc(S(=O)(=O)N3CCCCC3)cc2NC(=O)Cc2ccccc2)CC1,-1.9,-9,2,0.97,-7,-10,0,16
O=C(NC(NC(=S)Nc1ccccc1C(=O)O)C(Cl)(Cl)Cl)c1ccccc1 (configuration not stated),6.0,1,2,0.92,48,5,4,-410
CC1CCCCN1CC(O)COCc1ccc(Cl)cc1 (configuration not stated),1.2,1,-1,0.96,-14,-17,-2,4
COc1cccc(/C=C/C(=O)OCC(=O)c2c(N)n(C)c(=O)n(C)c2=O)c1,0.1,-3,-2,1.2,-11,6,0,-348
O=C(O)/C=C/C(=O)Nc1ccc(S(=O)(=O)N2CCCC2)cc1,0.4,2,1,1.1,-34,6,2,15
COc1ccc(Nc2ncccc2C(=O)Nc2ccccc2)cc1,-0.3,2,-1,0.98,21,-11,-2,12
Cc1ccc(-c2csc(NS(=O)(=O)c3cccc(F)c3)n2)o1,-1.5,26,-11,1.2,26,-5,4,-35
Cc1ccc(COc2ccc3c(c2)OCO3)cc1,-0.4,0,1,0.92,3,91*,1,7
CN(CC(=O)Nn1cnnc1)S(=O)(=O)c1ccccc1,-1.5,-7,-1,1,3,-11,0,21
COc1ccc(C2=NOC(c3nnc(-c4ccccc4)o3)C2)cc1 (configuration not stated),0.6,-14,-3,0.95,10,-16,1,9
CC(C)NC(=O)NC(=O)COC(=O)c1cccc(S(=O)(=O)N2CCCCC2)c1,1.8,-5,1,1,-8,8,-1,7
COc1ccc(C(=O)N2CCNC(=O)C2CC(=O)Nc2cc(Cl)ccc2OC)cc1 (configuration not stated),-1.1,-12,0,0.91,10,12,2,3
O=C(COc1ccccc1)Nc1cc2c3c(c1)CC(=O)N3CCC2,-0.6,3,0,1,6,14,2,-9
c1cncc(C(c2nnnn2C2CCCCC2)N2CCCCC2)c1 (configuration not stated),-2.3,-5,2,1,-1,-5,0,19
COc1ccc(NC(=O)C2CCN(S(=O)(=O)c3c(C)nn(C)c3C)CC2)cc1,-0.7,2,1,1.3,-20,1,-4,16
O=C(O)c1cc(NN=C2CCN(Cc3ccccc3)CC2)ccc1Cl,-0.1,-5,-24,1,-6,-4,0,-18
CCN(CC)C(=O)COc1cc(C)c(Cl)c(C)c1,-0.8,10,2,0.9,-4,-14,-9,18
CN1CCN(c2ccc(NC(=O)c3ccc(Cl)cc3)cn2)CC1,-0.5,8,-1,1,-21,-2,0,16
COc1ccccc1N1CCN(c2cc(N3CCCC3)nc(C)n2)CC1,1.4,0,0,1,-6,-7,-1,4
O=C(NC1CCCC1)C1CCCN1C(=O)Nc1ccccc1 (configuration not stated),0.3,-8,3,0.94,-25,-17,1,26
Cc1cc(S(=O)(=O)Nc2ccc(C(=O)NCCCN3CCOCC3)cc2)ccc1F,0.6,3,1,0.98,-4,-8,0,6

# A run of entries from further up, as a working copy:
SMILES,MPTP inh,ATG4B inhibitor,SENP1 FRET inh,hIAP act,PfGluPho inh,SENP6 block,NR3A LBD binder,SENP8 inh
O=C(NC(NC(=S)Nc1ccccc1C(=O)O)C(Cl)(Cl)Cl)c1ccccc1 (configuration not stated),6.0,1,2,0.92,48,5,4,-410
CC1CCCCN1CC(O)COCc1ccc(Cl)cc1 (configuration not stated),1.2,1,-1,0.96,-14,-17,-2,4
COc1cccc(/C=C/C(=O)OCC(=O)c2c(N)n(C)c(=O)n(C)c2=O)c1,0.1,-3,-2,1.2,-11,6,0,-348
O=C(O)/C=C/C(=O)Nc1ccc(S(=O)(=O)N2CCCC2)cc1,0.4,2,1,1.1,-34,6,2,15
COc1ccc(Nc2ncccc2C(=O)Nc2ccccc2)cc1,-0.3,2,-1,0.98,21,-11,-2,12
Cc1ccc(-c2csc(NS(=O)(=O)c3cccc(F)c3)n2)o1,-1.5,26,-11,1.2,26,-5,4,-35
Cc1ccc(COc2ccc3c(c2)OCO3)cc1,-0.4,0,1,0.92,3,91*,1,7
CN(CC(=O)Nn1cnnc1)S(=O)(=O)c1ccccc1,-1.5,-7,-1,1,3,-11,0,21
COc1ccc(C2=NOC(c3nnc(-c4ccccc4)o3)C2)cc1 (configuration not stated),0.6,-14,-3,0.95,10,-16,1,9
CC(C)NC(=O)NC(=O)COC(=O)c1cccc(S(=O)(=O)N2CCCCC2)c1,1.8,-5,1,1,-8,8,-1,7
COc1ccc(C(=O)N2CCNC(=O)C2CC(=O)Nc2cc(Cl)ccc2OC)cc1 (configuration not stated),-1.1,-12,0,0.91,10,12,2,3
O=C(COc1ccccc1)Nc1cc2c3c(c1)CC(=O)N3CCC2,-0.6,3,0,1,6,14,2,-9
c1cncc(C(c2nnnn2C2CCCCC2)N2CCCCC2)c1 (configuration not stated),-2.3,-5,2,1,-1,-5,0,19
COc1ccc(NC(=O)C2CCN(S(=O)(=O)c3c(C)nn(C)c3C)CC2)cc1,-0.7,2,1,1.3,-20,1,-4,16
O=C(O)c1cc(NN=C2CCN(Cc3ccccc3)CC2)ccc1Cl,-0.1,-5,-24,1,-6,-4,0,-18
CCN(CC)C(=O)COc1cc(C)c(Cl)c(C)c1,-0.8,10,2,0.9,-4,-14,-9,18
CN1CCN(c2ccc(NC(=O)c3ccc(Cl)cc3)cn2)CC1,-0.5,8,-1,1,-21,-2,0,16
COc1ccccc1N1CCN(c2cc(N3CCCC3)nc(C)n2)CC1,1.4,0,0,1,-6,-7,-1,4

# Carrying on:
SMILES,MPTP inh,ATG4B inhibitor,SENP1 FRET inh,hIAP act,PfGluPho inh,SENP6 block,NR3A LBD binder,SENP8 inh
NC(=O)c1sc2nc3c(c(-c4ccco4)c2c1N)CCCC3,-1.0,13,13,1,11,-10,-1,4
CN(c1ccc(C(=O)NCC2CCCO2)cc1)S(=O)(=O)c1ccc(Cl)cc1 (configuration not stated),-0.5,.,-1,.,14,.,.,17
O=C(COC(=O)c1cccnc1Nc1cccc(C(F)(F)F)c1)NCCN1C(=O)CSC1=O,0.1,-17,2,0.97,3,-1,-9,-60
COC(=O)C1=C(C)N(c2ccc(OC)c(OC)c2)C(=O)C1,-2.0,-6,0,0.95,-13,5,0,13
CCOC(=O)Cn1c(C)[n+](C)c2cc(Cl)c(Cl)cc21,-3.5,-10,-1,1.1,-8,0,1,3
Nn1c(Nc2ccccc2)nc2sc3c(c2c1=O)CCCC3,0.0,-6,-1,1.1,44,0,-2,37
Cc1ccc2c(c1)Oc1ccccc1C=C2C(=O)O,-0.4,-4,-2,0.99,1,-25,-3,2
C/C(=N\NC(=O)c1cccc([N+](=O)[O-])c1)c1cccc(NC(=O)C2CC2)c1,0.3,-3,0,1,3,5,-1,5
O=C(NC1CC2CCCC(C1)N2C(=O)Nc1ccccc1)c1ccccc1 (configuration not stated),-1.5,-3,1,0.8,-8,-9,-1,10
C=CCOC(=O)CC(NC(=O)c1ccccc1)c1ccccc1 (configuration not stated),-1.0,3,2,0.96,8,-6,-1,22
CCOC(=O)Cn1nnnc1C(CC)N(Cc1cccs1)Cc1cc2cc(C)ccc2[nH]c1=O (configuration not stated),-1.2,-16,3,1.2,2,-12,-4,-428
Cc1cccc2cc(C3CC(c4cccs4)=NN3S(C)(=O)=O)c(Cl)nc12 (configuration not stated),0.3,0,3,0.87,8,4,3,6
CCN(CC)C(=O)Cn1cc(/C=C(\C#N)C(=O)NC2CC2)c2ccccc21,3.5,-2,-22,0.96,0,-6,-2,-17
Cc1c2cnn(-c3ccccc3)c(=O)c2c(C)n1CCCC(=O)NCCN1CCN(C)CC1,-0.6,-8,-2,0.82,-6,-21,0,17
O=C(O)CC(O)C(=O)O (configuration not stated),-1.6,-6,3,1.1,13,-12,0,11
